Source: PubChem BioAssay
SENP1 FRET inh = inhibitors of human SENP1 SUMO protease catalytic domain; AID 624204; recombinant SENP1 catalytic domain, CyPet-SUMO1-YPet FRET cleavage; inhibition, % at 10 µM; actives 0.21% (n = 360,000);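 active = inhibition at least 30% at 10 µM, raw YFP signal under a set limit, fluorescence ratio 0.5 to 1.5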;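 note: 0% = enzyme with DMSO and 100% = no enzyme wells; some results filed as inactive read as strong as hits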
Target sequence (Q9P0U3 419-644 limits assumed): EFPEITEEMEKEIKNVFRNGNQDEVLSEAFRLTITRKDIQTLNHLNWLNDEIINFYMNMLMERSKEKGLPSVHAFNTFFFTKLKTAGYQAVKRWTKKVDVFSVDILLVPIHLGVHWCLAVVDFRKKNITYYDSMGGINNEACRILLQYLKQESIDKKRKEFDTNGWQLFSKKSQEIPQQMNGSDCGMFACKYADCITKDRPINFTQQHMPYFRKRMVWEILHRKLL
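Material: hSENP1 catalytic domain, recombinant; medium: Tris pH 8 with BME, BSA, NP40 and catalase; compound: single concentration of 10 µM compound, 0.5% DMSO final; technique: FRET read of cyan and yellow fluorescence; timing: 50 min enzyme reaction, room temperature, light-protected; reagent: SFCypet-SUMO1-SFYpet substrate at 25 nM; control set: no-enzyme low, enzyme-DMSO high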
SENP8 block = inhibitors of human SENP8 protease; recombinant SENP8, Nedd8 substrate fluorescence; actives 0.64% (n = 360,000); inhibition, % at 20 µM; Q96LD8; in the data active = inhibition mostly above about 40%, no sharp cut-off; inactive = mostly below about 27%
Target sequence (Q96LD8 whole entry, looked up): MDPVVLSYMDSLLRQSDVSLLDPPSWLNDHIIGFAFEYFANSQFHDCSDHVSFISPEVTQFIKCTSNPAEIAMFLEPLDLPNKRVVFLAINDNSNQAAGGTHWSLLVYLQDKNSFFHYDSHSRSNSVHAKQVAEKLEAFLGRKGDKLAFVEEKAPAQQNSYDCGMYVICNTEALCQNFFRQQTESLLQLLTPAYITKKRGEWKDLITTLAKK
Numbers without * were called inactive; i = inactive.

SMILES	SENP1 FRET inh	SENP8 block
COc1ccc(CNC(=O)C2(C)Cc3c(-c4ccc5c(c4)OCO5)ccnc3O2)cc1OC (stereo not drawn)	0	-48
COc1ccccc1CNC(=O)C1(C)CCN1Cc1ccc(OC(F)(F)F)cc1 (stereo not drawn)	-1	5
CC1(C(=O)NS(=O)(=O)Cc2cccc(Cl)c2)CCN1C(=O)Cc1ccc(Cl)cc1Cl (stereo not drawn)	6	18
CC(=O)Nc1ccc(-c2ccnc3c2CC(C)(C(=O)NCc2ccc(N4CCN(C)CC4)cc2)O3)cc1 (stereo not drawn)	1	6
CCOc1ccc(-c2noc(-c3csc([C@@H]4O[C@H](CO)[C@H](O)[C@H](O)[C@H]4O)n3)n2)cc1	-1	26
O=C(NC1CCCC1)C1C(c2ccc(C(F)(F)F)cc2)=Nc2ccccc2N1C(=O)c1cc2ccccc2[nH]1 (stereo not drawn)	-3	-179
COc1ccc(OC)c(NC(=O)Nc2nc(CN(C)C)cs2)c1	2	16
COc1ccc(CN2CCCC(C(=O)N3CCCC3)C2)c(OC)c1OC (stereo not drawn)	0	12
CCCC(C)(C)C(=O)N1CCC1(C)C(=O)Nc1cccc2ccccc12 (stereo not drawn)	0	3
COCC(=O)N1CCCC(C)(C(=O)Nc2cccc(Oc3ccccc3)c2)C1 (stereo not drawn)	1	2
CC1=C(C(=O)N(C(C)C)C(C)C)CC(CC(=O)NC2CC2)C(=O)N1Cc1ccc(F)cc1 (stereo not drawn)	4	13
COc1ccc(N2C(c3ccsc3)=Cc3cc4c(cc3C2c2c[nH]c3ccccc23)OCO4)cc1 (stereo not drawn)	11	-389
CC(C)NC(=O)N[C@H]1CC[C@H](CC(=O)NCc2ccc(Oc3ccccc3)cc2)O[C@@H]1CO	0	12
COc1cccc(CNc2nc3cc(-c4cccc(C(=O)NCCO)c4)sc3c(=O)n2C)c1	1	-109
CC(=O)OCC(O)C1(O)CCC2C3CCC4=CC(=O)CCC4(C)C3C(O)CC21C (stereo not drawn)	1	8
c1ccc(OCCNc2ccn3nc(-c4ccco4)cc3n2)cc1	-2	i
CC1(C(=O)Nc2cccc(C#N)c2)CCN1C(=O)C1(c2ccccc2)CC1 (stereo not drawn)	-2	5
Cc1ncccc1C(=O)N1CCCC(c2cc(C(=O)Nc3ccc(C(C)(C)C)cc3)no2)C1 (stereo not drawn)	-1	8
OC[C@@H]1CN(Cc2cccs2)C[C@H](n2cnc3c(NC4CCCC4)ncnc32)O1	-4	2
Nc1ncnc2c1ncn2[C@@H]1O[C@H](C(=O)N2CCSC2)[C@@H](O)[C@H]1O	2	10
O=C(c1ccco1)N1CCN(C2CN(Cc3cn(Cc4ccccc4C(F)(F)F)nn3)S(=O)(=O)C2)CC1 (stereo not drawn)	3	1
Cc1noc(C)c1S(=O)(=O)N1CCCCC1c1cc(C(=O)Nc2cccc3c2CCCC3)no1 (stereo not drawn)	1	10
CC(=O)Nc1cccc(-c2nc3ccccc3n2C(C(=O)NC(C)(C)C)C2CC2)c1 (stereo not drawn)	3	-28
CCCNC(=O)C1(C)CCN(C(=O)COCc2ccccc2)C1 (stereo not drawn)	-1	12
CC(=O)c1ccc(OC2(C)CCN(Cc3ccc4c(c3)OCCO4)C2)cc1 (stereo not drawn)	3	12
COc1ccccc1-c1cnc(C(O)c2ccc(C)cc2C)[nH]1 (stereo not drawn)	0	8
CC(=O)c1ccc(Nc2nc(C(C)N)cs2)cc1 (stereo not drawn)	-1	-235
CCOC(=O)C(=O)N(C)c1c(CC)nc2c(OCc3ccccc3C)cccn12	0	10
O=C(C[n+]1cccc(C(=O)Nc2ccccc2)c1)c1ccc(Cl)cc1	-2	17
CCOC(=O)C1=CCC(c2ccc(F)cc2)N(S(=O)(=O)c2ccc(C)cc2)C1 (stereo not drawn)	3	5
CCOC(=O)[C@]12CCC=C1N(Cc1cccc3ccccc13)C(=O)[C@H](CC(=O)NCc1cccc3ccccc13)C2	0	15
CC1(Cc2ccccc2OC(F)(F)F)C(=O)Nc2ccc(-c3ccsc3)cc21 (stereo not drawn)	3	4
Cn1c(NCc2ccccc2)nc2cc(-c3cccc(C(F)(F)F)c3)sc2c1=O	3	-135
CC(=O)c1ccc2c(c1)N(Cc1ccccc1Cl)C(=O)C(C)S2 (stereo not drawn)	1	6
COc1ccc(Cc2n[nH]c(=S)n2-c2cc(C)ccc2C)cc1OC	0	6
O=C(Nc1cccc(OC(F)(F)F)c1)c1ccc(-c2cccnc2)c2ccoc12	1	3
COc1ccc([C@H]2CC(=O)C[C@@H](CCn3cc(-c4nccn4C)nn3)O2)cc1	2	6
O=C(NCc1cccc(C(F)(F)F)c1)c1csc([C@H]2C[C@H](O)[C@@H](CO)O2)n1	2	8
NC(Cc1ccccc1)c1csc(Nc2ccc(C(=O)c3ccccc3)cc2)n1 (stereo not drawn)	-3	-469
Nc1[nH]c(C(=O)c2ccccc2)c(-c2cccnc2)c1C(=O)NC1CCCCC1	0	12
O=c1[nH][nH]c2c1C(C1CCCCC1)OC(C1CCCCC1)C2 (stereo not drawn)	2	6
Cc1c(Br)cccc1NC(=O)C1(C)CCN1CCc1ccccc1 (stereo not drawn)	1	24
COc1cccc(-c2ccc3nccn3c2)c1	-64	-97
CCOC(=O)[C@]12CCC=C1N(Cc1ccco1)C(=O)[C@H](CC(=O)NCCC(C)C)C2	-5	8
COc1cccc(Nc2nc(C(N)CCc3ccccc3)cs2)n1 (stereo not drawn)	-7	-21
CC(C)c1cc(Cn2c3ccccc3c(=O)n2C(C)Cn2cc(COc3ccccc3)nn2)on1 (stereo not drawn)	1	-397
CCC(c1nnnn1-c1ccc2c(c1)OCCO2)N1CCN(c2ccccc2OC)CC1 (stereo not drawn)	2	23
Cc1ccc(C=NNC(=O)C(=O)Nc2ccc(Cl)c([N+](=O)[O-])c2)cc1	0	2
CCOC(=O)[C@]12CCCC=C1N(CCC1=CCCCC1)C(=O)[C@H](CC(=O)NCc1cccs1)C2	2	15
Clc1cccc(Cc2c(-c3cccc(Br)c3)nc3ccc(Br)cn23)c1	10	-4
COc1ccc(NC(=O)c2cc(C3CCCCN3C(=O)c3cccs3)on2)c(C)c1 (stereo not drawn)	-2	11
C#CCNC(=O)C[C@@H]1C[C@@]2(C(=O)OC)CC(C)(C)CC=C2N(Cc2cccc3ccccc23)C1=O	3	33
COc1cccc(C(C)(O)c2nc(-c3ccc(F)c(Cl)c3)cs2)c1 (stereo not drawn)	1	5
Cc1ccc(-c2csc(C(O)c3ccc(F)cc3)n2)cc1C (stereo not drawn)	-2	12
Cc1ccnc(Nc2cccnc2)n1	0	8
COc1ccc(NC(=O)C2Cc3c(-c4cccc(C(C)=O)c4)ccnc3O2)cc1 (stereo not drawn)	-3	9
CC1(Oc2cccnc2Cl)CCN(Cc2ccc(OC(F)(F)F)cc2)C1 (stereo not drawn)	1	-80
CC(C)c1cccc(-c2csc(C(O)c3ccccc3)n2)c1 (stereo not drawn)	3	1
CCNC(=O)C1(C)CCCN(C(=O)c2cc(C)n(C(C)(C)C)n2)C1 (stereo not drawn)	1	8
COc1ccc(NC(=O)C2(C)CCN2Cc2ccc(C(C)C)cc2)cc1OC (stereo not drawn)	2	13

(further entries)
SMILES	SENP1 FRET inh	SENP8 block
CCOC(=O)c1ccc(-c2ccc(N3C(c4cccc(OC)c4)=Cc4ccc(F)cc4C3CC(C)=O)cc2)cc1F (stereo not drawn)	-24	-386
C=CCNc1ncnc2c1ncn2[C@H]1CN(CCN2CCOCC2)C[C@@H](CO)O1	4	28
CCc1nc2c(OCc3ccc(C(=O)N(C)C)cc3)cccn2c1N(C)C(=O)Nc1ccccc1OC	-5	-4
CCc1nc2c(OCCOC)cccn2c1N(C)C(=O)c1ccco1	-3	15
Nc1ccn([C@@H]2O[C@H](C(=O)NCCCN3CCCC3=O)[C@@H](O)[C@H]2O)c(=O)n1	-2	21
CC1(C(=O)NS(=O)(=O)c2ccccc2Cl)CCN1C(=O)Cc1cccs1 (stereo not drawn)	4	11
COC(=O)c1cc(=O)c2c(ccc3oc(=O)ccc32)[nH]1	11	-228
CCOC(=O)[C@]12CCCC=C1N(Cc1ccccc1)C(=O)[C@H](CC(=O)NCc1cccc3ccccc13)C2	2	7
CC1(C(=O)NS(=O)(=O)c2ccccc2C(F)(F)F)CCN1C(=O)CC1CCCCC1 (stereo not drawn)	1	28
O=C(Nc1cccc(Oc2ccccc2)c1)C1Cc2c(-c3cccc(F)c3)ccnc2O1 (stereo not drawn)	-1	10
Cc1cccc(C)c1NC(=O)C(c1ccccc1)N1CCC(c2ccccc2)CC1 (stereo not drawn)	3	14
COCCCNC(=O)c1ccc2nc([C@@H]3O[C@H](CO)[C@H](O)[C@H](O)[C@H]3O)[nH]c2c1	1	15
CC1(C(=O)NS(=O)(=O)c2ccccc2)CCN1C(=O)Cc1cc(F)ccc1F (stereo not drawn)	0	17
CC(C)C[C@@H](CN1CCC[C@H]1CN1C(=O)C(=O)NC[C@@H]1Cc1ccc(O)cc1)N1C[C@H](Cc2ccc(O)cc2)N(CC2CCCCCC2)C(=O)C1=O	4	9
COc1ccc(NC(=O)C2(C)Cc3c(-c4cccc(C(F)(F)F)c4)ccnc3O2)cc1OC (stereo not drawn)	1	12
O=NN(Cc1cccnc1)Cc1cccnc1	-2	9
CCOc1ccc(Cl)cc1-c1cc(C(=O)NCc2cccc(C(F)(F)F)c2)[nH]n1	-1	14
N#Cc1cccc(OCCCN2CCC(C(O)(c3ccccc3)c3ccccc3)CC2)c1	1	28
O=C(Nc1cccc(OC(F)(F)F)c1)C1Cc2c(-c3cccc(F)c3)ccnc2O1 (stereo not drawn)	4	15
CCCS(=O)(=O)NC(=O)C1(C)CCN(C(=O)c2cc(F)ccc2C)C1 (stereo not drawn)	2	26
CCOC(=O)[C@]12CCCC=C1N(Cc1ccccc1)C(=O)[C@H](CC(=O)NCc1cccc(C(F)(F)F)c1)C2	3	16
O=C1c2ccccc2C(c2nnnn2Cc2ccccc2)N1C1CC1 (stereo not drawn)	4	24
CC1(C(=O)NS(=O)(=O)c2ccc(C#N)cc2)CCN1C(=O)C1(c2ccc(Cl)cc2)CCC1 (stereo not drawn)	1	7
Cc1cccnc1C(c1ccc(F)cc1)N(C)C(=O)C1CCN(CCOc2ccc(Cl)cc2Cl)CC1 (stereo not drawn)	-10	29
COc1cccc(C(c2nnnn2C2CCCCC2)N2CCN(C/C=C/c3ccccc3)CC2)c1OC (stereo not drawn)	0	18
FC(F)(F)c1ccccc1Cc1c(-c2ccco2)nc2ccc(Cl)cn12	-1	-371
Cc1ccc2nc(-c3ccc(F)cc3)c(Cc3cccc(Cl)c3)n2c1	2	-291
CC(C)C(C(=O)NCc1ccccc1)N(C)Cc1ccc(Cl)c(Cl)c1 (stereo not drawn)	1	16
O=C(NCC1CCCCC1)c1csc([C@@H]2C[C@H](O)[C@@H](CO)O2)n1	3	4
Cc1cc2nc(-c3ccc(F)cc3)c(Cc3ccsc3)n2c(C)c1Br	7	-15
COc1ccc(Cl)cc1-c1cc(C(=O)NCc2cccc(C(F)(F)F)c2)[nH]n1	1	23
Cc1cc(C)nc(Nc2nc(C(N)CCc3ccccc3)cs2)n1 (stereo not drawn)	-1	12
O=C(CCCN1CCC(C(O)c2ccc(F)cc2)CC1)c1ccc(F)cc1 (stereo not drawn)	0	4
COC(=O)c1cn(-c2nc3ccccc3s2)nn1	-6	-8

Among those listed so far, these have a Cl atom.
SMILES	SENP1 FRET inh	SENP8 block
CC1(C(=O)NS(=O)(=O)Cc2cccc(Cl)c2)CCN1C(=O)Cc1ccc(Cl)cc1Cl (stereo not drawn)	6	18
O=C(C[n+]1cccc(C(=O)Nc2ccccc2)c1)c1ccc(Cl)cc1	-2	17
CC(=O)c1ccc2c(c1)N(Cc1ccccc1Cl)C(=O)C(C)S2 (stereo not drawn)	1	6
Cc1ccc(C=NNC(=O)C(=O)Nc2ccc(Cl)c([N+](=O)[O-])c2)cc1	0	2
Clc1cccc(Cc2c(-c3cccc(Br)c3)nc3ccc(Br)cn23)c1	10	-4
COc1cccc(C(C)(O)c2nc(-c3ccc(F)c(Cl)c3)cs2)c1 (stereo not drawn)	1	5
CC1(Oc2cccnc2Cl)CCN(Cc2ccc(OC(F)(F)F)cc2)C1 (stereo not drawn)	1	-80
CC1(C(=O)NS(=O)(=O)c2ccccc2Cl)CCN1C(=O)Cc1cccs1 (stereo not drawn)	4	11
CCOc1ccc(Cl)cc1-c1cc(C(=O)NCc2cccc(C(F)(F)F)c2)[nH]n1	-1	14
CC1(C(=O)NS(=O)(=O)c2ccc(C#N)cc2)CCN1C(=O)C1(c2ccc(Cl)cc2)CCC1 (stereo not drawn)	1	7
Cc1cccnc1C(c1ccc(F)cc1)N(C)C(=O)C1CCN(CCOc2ccc(Cl)cc2Cl)CC1 (stereo not drawn)	-10	29
FC(F)(F)c1ccccc1Cc1c(-c2ccco2)nc2ccc(Cl)cn12	-1	-371
Cc1ccc2nc(-c3ccc(F)cc3)c(Cc3cccc(Cl)c3)n2c1	2	-291
CC(C)C(C(=O)NCc1ccccc1)N(C)Cc1ccc(Cl)c(Cl)c1 (stereo not drawn)	1	16
COc1ccc(Cl)cc1-c1cc(C(=O)NCc2cccc(C(F)(F)F)c2)[nH]n1	1	23

This is a subset. The share of hits here may be higher or lower than overall.
